# Screening data deposited in PubChem by National Center for Advancing Translational Sciences (NCATS).
# BRCA1 expr up: qHTS Assay to Identify Small Molecule Activators of BRCA1 Expression | AID 624202, 2012 | MCF7-BRCA1-FFLuc reporter, luminescence, 48 h; response scale: scaled: vehicle 0%, 10 µM genistein 100% | 380,000 compounds, 1.1% hits | Potency, µM (highest dose often 46.1 µM), for inactives: at the top dose activation, most hits filed as activators; note: nearly all actives have a fitted effect of over 80% in size; some results filed as inactive show a strong effect at the top dose
#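 MCF7-BRCA1-FFLuc cells, 2000/well in phenol-red-free MEM, attached 2 h then treated 48 h at 37 C. Luciferase luminescence read 15 min after reagent; normalized to genistein maximum activation (10microM) and DMSO, concentration-response fitted.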
# Integrin act MD: qHTS for Activators of Integrin-Mediated Alleviation for Muscular Dystrophy; alpha7betagal myoblasts, beta-gal FDG fluorescence, 48 h; AID 624291, 2012; 350,000 compounds, 0.064% hits; Potency, µM (titrated, usually from 38.3 µM), for the others: top-dose activation, hits mostly activators;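 note: 100% = response of the positive control SU9516; nearly all actives have a fitted effect of over 60% in size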
#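 Alpha7betagal+/- myoblasts (passage 13) were plated 16-24 hr, then exposed to compounds (1:260 dilution of DMSO stock) for 48 hours at 37C. After MPER lysis, β-galactosidase reporter activity was read as FDG fluorescence (ex 480/em 540) after 30 minutes.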
# * hit, by the source's call; ? = inconclusive; [ ] = remark or other dose. Calls come from the whole dose curve; as a rule, active = well fitted activation curve with a large enough effect; inconclusive = small, poorly fitted or top-dose-only effect; inactive = no such curve, though single readings can be large or run the other way. Potency is the fitted concentration of half-maximal effect. Some of the compounds tested; the hit share may differ from the screen's.
# The first six entries (preview)
SMILES,BRCA1 expr up,Integrin act MD
O=C(O)c1ccc(NC(=O)C2CCN(S(=O)(=O)c3ccc4c(c3)OCCO4)CC2)cc1,-3%,1%
COC(=O)C[C@H]1C[C@@H]2c3cc(NS(=O)(=O)c4ccc(OC)cc4)ccc3O[C@@H]2[C@H](CO)O1,-7%,0%
C[C@@H]1CCCCO[C@H](CN(C)S(=O)(=O)c2cccs2)[C@H](C)CN([C@@H](C)CO)C(=O)c2cc(NC(=O)NC3CCCCC3)ccc2O1,-9%,-16%
Cc1cc(OCC(=O)OC(C)C(=O)NC2CC2)c(C(C)C)cc1Cl (stereo not given),-6%,4%
O=[N+]([O-])c1ccc(C=CC=Cc2ccccc2)cc1,?,12%
O=C(CCOc1ccccc1)N1CCCC(Nc2ccccc2)C1 (stereo not given),-8%,4%

# The whole of this part, previewed entries included:
SMILES,BRCA1 expr up,Integrin act MD
O=C(O)c1ccc(NC(=O)C2CCN(S(=O)(=O)c3ccc4c(c3)OCCO4)CC2)cc1,-3%,1%
COC(=O)C[C@H]1C[C@@H]2c3cc(NS(=O)(=O)c4ccc(OC)cc4)ccc3O[C@@H]2[C@H](CO)O1,-7%,0%
C[C@@H]1CCCCO[C@H](CN(C)S(=O)(=O)c2cccs2)[C@H](C)CN([C@@H](C)CO)C(=O)c2cc(NC(=O)NC3CCCCC3)ccc2O1,-9%,-16%
Cc1cc(OCC(=O)OC(C)C(=O)NC2CC2)c(C(C)C)cc1Cl (stereo not given),-6%,4%
O=[N+]([O-])c1ccc(C=CC=Cc2ccccc2)cc1,?,12%
O=C(CCOc1ccccc1)N1CCCC(Nc2ccccc2)C1 (stereo not given),-8%,4%
CCN(CC)C(=O)Cn1cc(SCC(=O)NC2CCCCC2)c2ccccc21,3%,14%
O=C(COC(=O)c1ccc2c(c1)OCCO2)Nc1ccccc1C(F)(F)F,53%,17%
COc1ccc(-c2cc(C(=O)N3CCCCCC3)c3ccccc3n2)cc1OC,-35%,-5%
C[C@H](CO)N1C[C@H](C)[C@@H](CN(C)Cc2ccc3c(c2)OCCN3C)OCc2cnnn2CCCC1=O,5%,10%
O=C(O)COc1ccc(NC(=O)c2ccc3c(c2)C(=O)N(CC2CCCO2)C3=O)cc1 (stereo not given),-3%,-3%
CCC(c1ccccc1)c1noc(CCN(CC)CC)n1 (stereo not given),0%,-4%
CC1(C(=O)NNC(=O)c2cccc([N+](=O)[O-])c2)CC1Br (stereo not given),-35%,19%
CC1(C)CC(=O)C=C(C(=O)N2CCCC(C(=O)c3cc(F)ccc3F)C2)O1 (stereo not given),5%,9%
CC(S(=O)(=O)c1ccccc1)S(=O)(=O)c1ccccc1,0%,-10%
CCCCCCCCCC1NC(C(=O)O)Cc2c1[nH]c1ccccc21 (stereo not given),-11%,0%
C[C@H]1CN([C@@H](C)CO)C(=O)c2cc(Br)cnc2O[C@H]1CN(C)C(=O)C1CCC1,-6%,13%
COc1ccc([C@H]2C[C@H](O)[C@@H](n3cc(-c4ccc(F)cc4)nn3)CN2Cc2cccs2)cc1,-79%,-43%[inhibitor]
CCCCCCN1C[C@@H](n2cc(-c3ccc(F)cc3)nn2)[C@H](O)C[C@@H]1c1ccc(OC)cc1,-64%,-46%[inhibitor]
COc1ccc2oc(=O)cc(CN3CCN(Cc4ccccc4)CC3)c2c1,-3%,-8%
COc1ccc(NC(=O)c2ccc(NC(=O)c3cccnc3)cc2)cc1,-1%,-9%
COc1cc(NS(=O)(=O)c2ccc(-n3cccn3)cc2)cc(OC)c1,-21%,12%
CC(C)(C)Cc1c(-c2ccccc2)nc2ccc(Cl)cn12,-2%,-34%
CCOC(=O)C1(C)C(=O)CC2c3nc4ccccc4cc3CN2C1=O (stereo not given),-48%,5%
CN(Cc1ccccc1)C(=O)CCC1CCN(C(=O)c2ccco2)CC1,9%,-8%
SMILES,BRCA1 expr up,Integrin act MD
CC1=C(C(=O)N(C(C)C)C(C)C)CC(CC(=O)NCCc2ccccn2)C(=O)N1Cc1ccccc1 (stereo not given),2%,-17%
COc1ccccc1C(=O)NNC(=O)c1ccc2ccccc2c1O,-53%,-25%
Clc1ccccc1NN(Cc1ccncc1)c1ccccc1Cl,-25%,-19%
Cc1ccc(CN2CC(C(=O)Nc3nc(C)cs3)CC2=O)cc1 (stereo not given),5%,1%
COC(=O)c1cc(S(=O)(=O)NCC(C)c2ccccc2)c[nH]1 (stereo not given),0%,26%
O=C(NNc1ccccc1)OCc1ccccc1,11µM*,-6%
N#Cc1ccc(CN(Nc2ccccc2)c2ccccc2)cc1,-23%,19%
CCN(CC)CCCC(C)n1c(C)cc(C(=O)NS(=O)(=O)c2ccc(C)cc2)c1C (stereo not given),-2%,0%
COc1cccc(-c2nnc(NC(=O)CCS(=O)(=O)c3ccc(F)cc3)o2)c1,-21%,-42%
Cc1cccnc1NS(=O)(=O)c1ccccc1,10%,17%
CC(C)(C)OC(=O)N1CCc2onc(-c3ccc(N)cc3)c2C1=O,1%,0%
Cc1nc2nc(C(F)(F)F)[nH]c2nc1C,19%,-8%
C[C@@H]1CN([C@@H](C)CO)C(=O)CCCn2nncc2CO[C@@H]1CN(C)C(=O)C1CCCCC1,7%,-8%
COc1cccc(S(=O)(=O)N(C)C[C@H]2Oc3cc(Br)ccc3S(=O)(=O)N([C@@H](C)CO)C[C@H]2C)c1,-30%,4%
CCOc1ccc(-n2c(=S)sc3c(=O)[nH]c(SCC(=O)NC4CCCCC4)nc32)cc1,10%,1%
Cc1cnc(C2OCCO2)c2cccc(N)c12,-7%,21%
COc1ccc2c(c1)CCC1(C)CC(=O)C=C21 (stereo not given),-9%,2%
CCCCCNC(=O)c1ccc(NC(=O)CC2SC(N3CCCC3)=NC2=O)cc1 (stereo not given),53%,-19%
NS(=O)(=O)c1cc(Br)c2c(c1)S(=O)(=O)NCN2,27%,-5%
O=C1C=C(CCc2ccccc2)CCC1,41%,-12%
COC(=O)C[C@@H]1C[C@H]2c3cc(NC(=O)Nc4ccccc4F)ccc3O[C@H]2[C@H](CO)O1,3%,-6%
N#Cc1ccc(-c2nc3ccc(Br)cn3c2Cc2ccccc2)cc1,9%,1%
O=C(NCc1ccccc1CN1CCCC1)c1ccc(S(=O)(=O)Nc2ccccc2)cc1,-45%,-35%
COc1ccc(S(=O)(=O)Nc2ccc3c(c2)C(=O)N([C@H](C)CO)C[C@H](C)[C@@H](CN(C)C(=O)Nc2ccc(F)cc2)OCCCC[C@H](C)O3)cc1,-31%,-13%
COc1cc(N(C(C)=O)c2ccc(O)c(C(=O)O)c2)c2ncccc2c1,4%,-2%

# Part of the list above, with values under each structure:
# Sequence of screens: BRCA1 expr up | Integrin act MD
- O=C(CCOc1ccccc1)N1CCCC(Nc2ccccc2)C1 (stereo not given)
 : -8% | 4%
- CCN(CC)C(=O)Cn1cc(SCC(=O)NC2CCCCC2)c2ccccc21
 : 3% | 14%
- O=C(COC(=O)c1ccc2c(c1)OCCO2)Nc1ccccc1C(F)(F)F
 : 53% | 17%
- COc1ccc(-c2cc(C(=O)N3CCCCCC3)c3ccccc3n2)cc1OC
 : -35% | -5%
- C[C@H](CO)N1C[C@H](C)[C@@H](CN(C)Cc2ccc3c(c2)OCCN3C)OCc2cnnn2CCCC1=O
 : 5% | 10%
- O=C(O)COc1ccc(NC(=O)c2ccc3c(c2)C(=O)N(CC2CCCO2)C3=O)cc1 (stereo not given)
 : -3% | -3%

# Carrying on:
SMILES,BRCA1 expr up,Integrin act MD
COc1ccc([C@H]2N[C@]3(CCCN(Cc4ccc(C(F)(F)F)cc4)C3=O)[C@H]3C(=O)N(Cc4ccccc4)C(=O)[C@@H]23)cc1,6%,2%
O=C(O)C1CCN(S(=O)(=O)c2ccc3[nH]ccc3c2)CC1,21%,1%
CCOC(=O)c1ccc(NC(=O)Nc2nc3ccccc3s2)cc1,13%,25%
CC(C)=C(c1ccc(Cl)cc1)c1c(N)ncnc1N,4%,20%
C#CCN(C[C@@H]1[C@@H](OC(=O)NCc2ccc(OC)c(OC)c2)[C@@H](OC(=O)NCc2ccc(OC)c(OC)c2)Cn2c(=O)ccc(=O)n21)S(=O)(=O)c1ccc(C)cc1,-67%,-43%
C[C@@H]1CCCCO[C@H](CN(C)S(=O)(=O)c2cccs2)[C@@H](C)CN([C@H](C)CO)C(=O)c2cc(NC(=O)Nc3ccc4c(c3)OCO4)ccc2O1,4%,-22%
O=C(NC(=S)Nc1c(Cl)cc(Cl)cc1Cl)c1ccccc1,-10%,9%
CCc1cccc(NC(=O)COC(=O)c2c(C)nn(-c3ccccc3)c2C)c1,2%,7%
COCCN(C(=O)COC(=O)c1ccc2c(c1)OCO2)c1c(N)n(Cc2ccccc2)c(=O)[nH]c1=O,6%,-16%
C[C@@H]1CN([C@@H](C)CO)C(=O)CCCn2nncc2CO[C@@H]1CN(C)C(=O)c1ccc2ccn(C)c2c1,8%,7%
CC(C)OC(=O)N(C)C[C@@H]1OCc2cnnn2CCCC(=O)N([C@@H](C)CO)C[C@H]1C,6%,-13%
CCn1c(C)cc(C(=O)CSc2nnc(C3CC3)n2C2CC2)c1C,10%,7%
c1ccc(-c2nnc3oc(-c4cccs4)nn23)cc1,-32%,-20%
CC(=O)c1c(C)[nH]c(C(=O)OCC(=O)N2CCN(c3ccccc3)CC2)c1C,-15%,-6%
C[C@@H](NC(=O)c1[nH]cnc1C(=O)Nc1ccccc1F)c1ccccc1,-41%,-47%
Cc1ccc(NC(=O)c2ccc(OCC3CCCO3)cc2)cc1Cl (stereo not given),?,-13%
Cc1c(Cl)cccc1NC(=S)NC(=O)c1ccccc1,55%,1%
CC(=O)Nc1ccc(NC(=O)CSc2nnc(NC(=O)c3ccccc3F)s2)cc1,52%,-3%
CCOC(=O)c1cc(OCC)c2c(ccc3cc(OC)ccc32)n1,-21%,-6%
Cc1cccc(NC(=O)CSCC(=O)Nc2cc(C(F)(F)F)ccc2N2CCOCC2)c1,-45%,-10%
C[C@H]1CN([C@@H](C)CO)C(=O)CCCn2cc(nn2)CO[C@@H]1CN(C)C(=O)Nc1ccc2c(c1)OCCO2,46%,-8%
O=C(O)c1ccc(C(S(=O)(=O)c2ccccc2)S(=O)(=O)c2ccccc2)cc1,-1%,-4%
CCC[C@H]1CN(c2ccccc2)C(=O)[C@@H]1CC(=O)Nc1ccc(Br)cc1,12%,-1%
COc1ccccc1-n1c(SCC(=O)Nc2ccc(Cl)cc2)nc(O)c(Cc2ccccc2)c1=O,-9%,-10%
COc1ccccc1CCC(=O)NNC(=O)Cn1nc(C)cc1C,-6%,7%
SMILES,BRCA1 expr up,Integrin act MD
COc1ccc(S(=O)(=O)N(C)C)cc1NC(=O)COC(=O)c1n[nH]c2ccccc12,-5%,9%
Cc1cn([C@H]2C[C@H](O)[C@@H](CNC=O)O2)c(=O)[nH]c1=O,2%,4%
CCCCCCn1c(=O)n2n(c1=O)[C@@H]1CN(S(=O)(=O)c3ccc(C)cc3)C[C@]1(O)[C@@H](OC(=O)NCC1CCCCC1)C2,-73%,-57%[inhibitor]
C[C@@H]1CN([C@H](C)CO)S(=O)(=O)c2ccc(C#Cc3ccccc3F)cc2O[C@H]1CN(C)C(=O)c1ccc2c(c1)OCO2,-51%,-63%[inhibitor]
COc1ccc(-c2ccc(CN3C(C)C(=O)N(Cc4cn(Cc5ccco5)nn4)CCS3(=O)=O)cc2)cc1 (stereo not given),-23%,-14%
CCC1CCCCN1C(=O)COC(=O)c1cncc(Br)c1 (stereo not given),1%,1%
Cc1ccc(C(=O)C=CC=Cc2ccccc2)cc1,?,15%
Cc1ccccc1OCc1nnc(SC(C)C(=O)O)n1-c1ccccc1 (stereo not given),-4%,-11%
CSC[C@H]1CN(Cc2ccccc2)C(=O)[C@@H]1CC(=O)Nc1ccc(Br)cc1,1%,-11%
COc1ccc(CNC(=O)N2[C@H]3CC[C@@H]2C=C(c2ccc(F)cc2OCc2ccccc2)C3)cc1OC,4%,27%
COC(=O)[C@H]1C[C@H](OC(=O)NCc2ccco2)[C@@]2(O)CN(S(=O)(=O)c3ccc(C)cc3)CC2[C@H]1C(=O)OC (stereo not given in full),-1%,-14%
C[C@@H]1CN([C@@H](C)CO)C(=O)c2cc(N(C)C)ccc2O[C@@H](C)CCCCO[C@@H]1CN(C)S(=O)(=O)c1cccs1,17%,3%
C[C@H](CO)N1C[C@H](C)[C@@H](CN(C)C(=O)Oc2ccccc2)OCc2cn(nn2)CCCC1=O,-7%,27%
C[C@H](CO)N1C[C@H](C)[C@@H](CN(C)Cc2ccccc2F)Oc2ncc(Br)cc2C1=O,9%,1%
Cc1ccc(SCc2c(C(=O)N/N=C/c3cccs3)nnn2-c2nonc2N)cc1,-47%,8%
CCN1C(=O)[C@H]2[C@@H](c3ccc(C(F)(F)F)cc3)N[C@]3(CCCN(Cc4ccc(Cl)cc4)C3=O)[C@H]2C1=O,-17%,-1%
Cc1ccc2c(C)c(C(=O)N3CCC(C(N)=O)(N4CCCCC4)CC3)oc2c1C,-2%,-12%
CC1=NN(c2ccccc2)C(=O)C1=Cc1ccccc1,-21%,5%
